Source: PubChem (several laboratories)
Yeast superoxide: reduction of superoxide in aged yeast, primary screen, HTS; S. cerevisiae aged cells, superoxide DHE fluorescence; hits give low values; superoxide response (% of plate mean), % at 10 µM; 330,000 tested, 0.18% active; AID 2690, 2010;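 active means superoxide response under a set limit, about three screen SD below normal, cut at about 65% in these data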;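 further: yeast aged for seven days with compound at 30 °C before DHE staining; 100% = average MFI of all compound-treated wells on the plate with controls excluded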
PP5 inh: PP5 phosphatase inhibitors, primary screen, biochemical, fluorescence. Serine/threonine-protein phosphatase 5 (Homo sapiens), P53041. purified PP5c, OMFP substrate fluorescence. inhibition, % at 6.7 µM. 320,000 tested, 0.18% active;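 active means inhibition above the campaign's mean inhibition across all tested compounds plus 3 SD, cut at about 9.5% in these data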;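 further: 0% = DMSO only and 100% = 100 µM cantharidin control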
ZTA DNA inh: ZTA (EBV) inhibition in EBNA-1 counter-screen; 320,000 tested, 0.15% active; ZTA-DNA binding, fluorescence polarization; P03206; inhibition, % at 11 µM; in the data active means inhibition above about 33%
Target sequence (P03206 whole entry, looked up): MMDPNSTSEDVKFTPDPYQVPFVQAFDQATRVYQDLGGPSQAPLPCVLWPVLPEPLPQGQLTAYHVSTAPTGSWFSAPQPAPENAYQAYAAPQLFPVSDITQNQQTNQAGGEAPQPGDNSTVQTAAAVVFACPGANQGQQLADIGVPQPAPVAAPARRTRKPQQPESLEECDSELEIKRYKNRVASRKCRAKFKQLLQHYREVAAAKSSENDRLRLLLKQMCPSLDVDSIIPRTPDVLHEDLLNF
Fh CTSL1 inh: Fasciola hepatica cathepsin L1 inhibitors, primary screen, counter-screen for PFM18AAP inhibitor project, biochemical, QFRET, fluorogenic peptide substrate. 300,000 tested, 0.49% active. recombinant F. hepatica cathepsin L1, Z-Leu-Arg-MCA fluorescence. inhibition, % at 5.96 µM. AID 1906, 2009;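 active means inhibition above the mean of all tested compounds plus 3 SD, set per screening campaign, cut at about 17% in these data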;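 further: 0% = plate median of test compound wells and 100% = 1 µM Z-Phe-Ala-diazomethylketone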
EBNA-1 inh: EBNA-1 DNA-binding inhibitors, primary screen, biochemical, fluorescence polarization. inhibition, % at 14.8 µM. 300,000 tested, 0.34% active. AID 1950, 2009; in the data active means inhibition above about 28%
TPT1 inhibitor: Candida albicans TPT1 enzyme inhibitors, primary screen, biochemical, fluorescence polarization; 300,000 tested, 0.81% active; inhibition, % at 5 µM; tRNA 2'-phosphotransferase TPT1 (Candida albicans SC5314); AID 1962, 2009; recombinant caTPT1, FP RNA substrate dephosphorylation;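 active means inhibition above the mean of all tested compounds plus 3 SD, set per screening campaign, cut at about 24% in these data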;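 further: plate controls were DMSO alone for no effect and ferristatin control at 100 nM for full effect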
HCV core dimer: inhibitors of HCV core protein dimerization, primary screen, biochemical, TR-FRET, high-throughput; TR-FRET GST/Flag-core106 dimerization, 1536-well; inhibition, % at 5 µM; 300,000 tested, 0.33% active; AID 1899, 2009;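 active means inhibition above the mean of all tested compounds plus 3 SD, set per screening campaign, cut at about 45% in these data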
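Assay system: tagged HCV core106 pair (GST and Flag); medium: KF-containing HEPES buffer, pH 7.45, DTT, CHAPS, BSA; also added: Eu donor and XL665 acceptor anti-tag antibodies; dosing: 5 µM single dose; timing: compound-protein-antibody incubation 4 h at 22.5 °C; signal: TR-FRET 671 and 617 nm emission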
JMJD2C inh: inhibitors of GASC-1 histone demethylase, primary screen, biochemical, fluorescence, DELFIA europium; 330,000 tested, 0.069% active; Lysine-specific demethylase 4C (Homo sapiens), Q9H3R0; inhibition, % at 2.35 µM; AID 2099, 2009; GST-JMJD2C(1-420) H3K9me3 demethylation;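 active means more than half of a compound's replicate wells show inhibition beyond 50%, single wells judged on their own value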;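 further: signal counts dimethyl H3K9 product captured on neutravidin plate; 0% = median of DMSO wells and 100% = 0.3 times that DMSO median; strong numbers were not always called active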
Target sequence (Q9H3R0 1-420 limits assumed): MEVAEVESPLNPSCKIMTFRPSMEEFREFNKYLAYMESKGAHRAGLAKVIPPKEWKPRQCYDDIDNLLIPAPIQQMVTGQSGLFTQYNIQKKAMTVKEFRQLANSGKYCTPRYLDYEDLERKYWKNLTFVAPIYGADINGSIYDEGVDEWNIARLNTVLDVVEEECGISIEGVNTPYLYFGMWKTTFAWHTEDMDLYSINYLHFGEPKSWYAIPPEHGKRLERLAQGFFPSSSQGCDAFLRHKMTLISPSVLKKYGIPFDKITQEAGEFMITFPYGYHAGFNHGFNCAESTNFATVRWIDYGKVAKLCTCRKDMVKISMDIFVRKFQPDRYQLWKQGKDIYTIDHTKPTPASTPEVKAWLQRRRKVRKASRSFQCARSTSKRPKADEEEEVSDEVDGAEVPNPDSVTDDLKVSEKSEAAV
PP1 counter: PP1-alpha phosphatase inhibitors, primary screen, counter-screen for PP5 inhibitor project, biochemical, fluorescence, OMFP substrate, single point; purified PP1alpha; inhibition, % at 6.7 µM; 320,000 tested, 0.9% active; AID 2235, 2010;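 active means inhibition above the mean inhibition of all tested compounds plus 3 SD, computed separately for each screening campaign, cut at about 15% in these data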
Target sequence (P62136 whole entry, looked up): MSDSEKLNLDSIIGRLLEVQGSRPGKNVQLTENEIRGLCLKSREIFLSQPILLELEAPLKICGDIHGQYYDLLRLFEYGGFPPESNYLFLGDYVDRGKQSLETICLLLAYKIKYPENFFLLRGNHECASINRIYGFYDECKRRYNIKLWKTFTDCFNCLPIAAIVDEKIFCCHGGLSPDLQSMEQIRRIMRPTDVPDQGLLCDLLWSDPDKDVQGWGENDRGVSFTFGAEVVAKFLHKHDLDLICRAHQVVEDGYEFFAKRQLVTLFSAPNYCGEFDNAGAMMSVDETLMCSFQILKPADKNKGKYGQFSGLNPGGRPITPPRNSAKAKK
* hit, by the source's call; . = no result given.

SMILES	Yeast superoxide	PP5 inh	ZTA DNA inh	Fh CTSL1 inh	EBNA-1 inh	TPT1 inhibitor	HCV core dimer	JMJD2C inh	PP1 counter
CN(C)c1ccnc2sc3c(=O)n(Cc4ccccc4)cnc3c12	80	-1.3	6	-2	6	1	3	18	3
COc1ccc(C(C)NC(=O)C2CCCC2)cc1OC (configuration not stated)	99	-1.3	-2	-1	-5	-3	0	0	-2
Cn1nc(C(=O)NC2CCCCC2)c2c1-c1ccccc1SC2	104	-1.4	-2	2	0	0	6	7	0
C#CCOCCOCCOCCNc1nc(N2CCN(C(=O)[C@H]([C@@H](C)CC)n3cc([C@@H](N)Cc4ccc(O)cc4)nn3)CC2)nc(N2CCN(C(=O)[C@H](CCCCN)n3cc([C@@H](N)CC(C)C)nn3)CC2)n1	106	1.7	-13	28*	10	0	0	1	0
COc1ccc(NC(=S)Nc2cccc(Cl)c2Cl)cc1OC	72	-0.6	1	1	-5	2	-1	2	0
O=C1CC(C(=O)O)C2(CCCC2)O1 (configuration not stated)	120	-1.4	-2	0	4	1	1	9	-3
CC1CCN(S(=O)(=O)c2cn(CC(=O)N3CC(C)CC(C)C3)c(=O)c3ccccc23)CC1 (configuration not stated)	87	0.7	6	3	8	-2	-1	0	0
C=C1SC(Nc2c(C)cc(C)cc2C)=NC12CCCCC2	96	-0.2	6	-1	10	3	5	-5	5
C/C(=N\NC(=O)c1cc(-c2ccccn2)nc2ccccc12)c1cccc([N+](=O)[O-])c1	99	0.2	-15	6	-7	-3	-5	8	-5
CCCOc1ccc(C(=O)N2CCN(c3ccc(NC(=O)CC)cc3Cl)CC2)cc1	105	2.8	-13	0	-15	-5	1	-18	5
COCc1cc(C)nc2sc(C(=O)Nc3ccc(OC)cc3)c(N)c12	107	3.1	-5	0	-12	1	-7	-11	3
O=C(CSc1nc(NS(=O)(=O)c2ccccc2)cc(=O)[nH]1)Nc1ccccc1C(F)(F)F	97	1.8	-4	-4	11	1	6	1	-2
NC(=O)c1nsc(C(=O)N(c2ccccc2)C(C(=O)NC2CCCC2)c2cccs2)c1N (configuration not stated)	117	0.9	0	4	-10	2	26	-6	-1
COc1ccc(-c2[nH]ncc2-c2ccc3c(c2)OCCO3)c(O)c1	100	1.6	9	2	3	-4	-1	-20	-1
Cc1cc(=O)oc(C)c1C(=O)NCc1cccnc1	92	2.5	-11	5	-9	0	4	-3	-1
Cc1ccc(OCCCC(=O)NCc2ccco2)cc1	109	-1.5	9	1	1	-4	0	-8	-3
CCOc1ccccc1-c1nc(-c2ccncc2)no1	102	-0.7	1	1	12	-3	-2	-2	0
O=S(=O)(c1ccccc1)C1CON(Cc2ccccc2)C1c1ccccc1 (configuration not stated)	96	3.2	-21	3	-9	-13	2	-14	0
CCOC(=O)CN1C(=O)N[C@@H](CCc2ccccc2)C(C(=O)OC)=C1C	98	-0.6	-15	-3	-1	-1	-15	-2	0
C=C1CCN([C@@H](CC(C)C)C(=O)NCc2ccc(OC)cc2)S(=O)(=O)c2ccccc21	101	1.7	4	-3	8	-4	5	19	2
CC(=O)C(=[N+]=[N-])C(=O)NCc1ccccc1	113	6.0	2	3	-16	-2	-8	2	-4
Cc1cc(OCc2nn[nH]n2)c2c(C)c(Cc3ccccc3)c(=O)oc2c1	99	1.1	2	2	7	1	9	-26	7
CSc1cccc(-n2c(C)cc(C(N)=O)c2C)c1	107	0.1	2	1	1	3	6	15	-3
COc1cc(CC(=O)Nc2ccc(S(=O)(=O)N(C)C)cc2)cc(OC)c1OC	112	3.4	-9	-1	2	-1	2	-6	1
CC(=O)Nc1ccc(C(=O)N/C(=C/c2ccccc2)C(=O)N2CCCCC2)cc1	95	1.9	-23	-4	8	0	-1	1	-3
Cc1ccnc(SCC(=O)Nc2sccc2C#N)n1	122	2.0	0	0	-2	-1	8	-6	1
Cc1ccc(N(C(=O)CNC(=O)c2cccs2)C(C(=O)NC2CCCC2)c2ccncc2)cc1 (configuration not stated)	99	2.6	-3	2	-2	-2	-12	-12	-2
CCOC(=O)CSc1nc(C)c2cccc(C)c2n1	93	1.5	0	-4	-5	-6	-1	3	-2
Cc1ccnc(N2C(=O)c3ccccc3C2Nc2ccc3c(c2)OCCO3)c1 (configuration not stated)	105	2.8	2	3	1	-1	0	-4	-4
O=C(O)c1ncsc1-c1ccccc1	94	0.1	14	-2	4	0	1	6	0
COc1ccc(CC(=O)N2N=C(C)CC2(O)C(F)(F)F)cc1OC (configuration not stated)	116	2.5	3	2	3	3	-2	.	-1
Cc1nn(Cc2cccc(C(=O)NC3CCCCC3)c2)c(C)c1Cl	108	2.1	3	-9	-6	-4	5	4	-1
O=C(COc1ccccc1)N1c2ccccc2Sc2ccccc21	93	0.6	6	-2	-7	2	1	6	1
CSc1nnc(-c2cc(C)on2)n1-c1ccccc1	101	-3.0	-6	11	-7	2	-11	6	-2
CCN(CC)S(=O)(=O)c1ccc(C)c(C)c1	93	-2.5	-8	0	7	-3	-7	-3	0
COc1ccccc1N1C(=O)CC(Sc2ccccc2N)C1=O (configuration not stated)	114	2.2	-12	-2	-5	-2	7	-2	-1
Cc1ccc2nc(NC(=O)Cn3nc(C)c([N+](=O)[O-])c3C)sc2c1	103	-2.6	19	1	7	2	1	-3	1
O=C(CO/N=C/c1ccc(OC(F)F)cc1)NCc1cccs1	101	0.2	-10	-3	-1	-2	-4	-5	-1
CN(C)CCCOC(=O)C1c2ccccc2Oc2ccccc21	117	1.8	-1	-2	-17	-6	0	4	-2
CC(=O)N1CCN(Cc2nc3cc(NC(=O)c4ccccc4C)ccc3n2C)CC1	111	1.0	14	0	5	5	-3	5	-4
COc1ccc2[nH]cc(CCNS(=O)(=O)c3ccccc3)c2c1	107	1.4	-6	7	-8	5	2	-2	1
CCCc1nc2ccccc2n1CCOC	85	1.2	-5	-2	1	-2	-6	-18	-1
S=C(Nc1ccc(Cl)cc1)NC1CC2CCCC(C1)N2C1CCCC1 (configuration not stated)	145	1.6	-8	-1	-18	-2	-2	12	-1
COc1ccc(CN(CC2CCCO2)C(=O)c2cc3ccccc3oc2=O)cc1 (configuration not stated)	96	3.8	3	-1	-6	4	0	6	-2
Fc1ccccc1CN1CCC(Cc2ccccc2)CC1	93	1.8	-20	-2	-16	1	-6	20	4
C#CCOCCOCCOCCNc1nc(N2CCOCC2)nc(N2CCN(C(=O)CCCCCCCCCCNC(=O)[C@@H]([C@H](C)O)n3cc(C)nn3)CC2)n1	92	1.4	-1	-1	3	3	-2	5	1
Cc1ccccc1NC(=O)Nc1cnccn1	92	-0.5	7	1	-2	0	-3	-29	-2
CSc1nc2c(c(=O)[nH]1)C(c1ccc(Br)cc1)CC(=O)N2 (configuration not stated)	105	0.6	-13	4	5	-2	4	-5	-4
CN1CCN(S(=O)(=O)c2cccc([N+](=O)[O-])c2)CC1	106	1.1	6	1	1	-2	2	-1	-2
COc1ccc(CSC2=NCCN2)cc1Br	103	-2.1	5	1	0	-1	10	-8	-5
O=C(Nc1c2c(nn1-c1ccc(F)cc1)CS(=O)(=O)C2)c1ccc(S(=O)(=O)N2CCOCC2)cc1	88	-1.9	3	2	-11	1	-3	-2	-4
CCC(=O)Nc1ccc(NC(=O)c2ccco2)cc1	98	1.7	-13	4	8	-1	-2	-1	-1
COc1ccc(Cl)cc1S(=O)(=O)n1nnc2ccccc21	101	-1.3	-4	-1	4	-6	0	10	0
COc1ccc(S(=O)(=O)N(CC(=O)N2CCN(C)CC2)c2ccc(C)cc2)cc1OC	76	3.2	-11	4	6	2	-4	-4	-3
CC(=O)OC(c1nc2ccccc2c(=O)n1C1CC2(OC1=O)c1ccccc1N1C(=O)C(C)(C)N(O)C12)C(C)C (configuration not stated)	94	0.0	0	2	-4	0	11	-40	-1
Cc1ccc(/C=N/Nc2nc(Cl)c(Cl)cc2Cl)s1	85	0.2	18	4	6	-2	1	-10	-5
Cc1cc([N+](=O)[O-])nn1Cn1nc([N+](=O)[O-])cc1C	111	1.0	-7	3	-17	1	-3	-5	-2
CCN1CCN(C(c2ccccc2)c2nnnn2Cc2ccccc2)CC1 (configuration not stated)	107	2.6	9	-4	-6	-1	-2	2	-1
O=c1[nH]c(=O)n(Cc2ccco2)c2c1C(C(F)(F)F)(C(F)(F)F)N=C(c1ccc(F)cc1)N2	97	3.6	0	4	10	-3	2	-3	1
CCc1ccccc1NC1=NCC(=O)N1C1CCCCC1	97	1.1	10	-8	0	0	0	-1	-5
Additional records follow:
SMILES	Yeast superoxide	PP5 inh	ZTA DNA inh	Fh CTSL1 inh	EBNA-1 inh	TPT1 inhibitor	HCV core dimer	JMJD2C inh	PP1 counter
O=C1C(c2ccc(F)cc2)N(CC2COc3ccccc3O2)C(=O)CN1C1CCCCC1 (configuration not stated)	95	-1.5	1	5	0	2	9	-18	-4
C=CCNC(=O)CN(c1cc(Cl)ccc1OC)S(=O)(=O)c1ccc(C)c([N+](=O)[O-])c1	73	3.2	-4	4	-1	-7	1	2	-1
CNC(=S)N1CCN(CCNC2=CC(=O)CC(C)(C)C2)CC1	100	-1.5	-6	-6	-3	-3	0	3	-2
O=C(NC1CCCCC1)c1cc(Cl)nc2ccccc12	131	1.3	13	-3	11	2	3	0	-2
CCOC(=O)CS(=O)(=O)CC(=O)Nc1ccc([N+](=O)[O-])cc1OC	104	0.3	-4	1	10	-2	-5	6	-4
CC(=O)c1cc(CN2CCN(CCC(C)C)C(CCO)C2)cs1 (configuration not stated)	102	1.4	-2	-2	-9	5	-6	18	-2
CC(C)c1cc(C(=O)NCc2ccco2)no1	100	1.9	8	-1	2	0	3	12	0
CN1CCN(C2=Cc3ccc(Cl)cc3Sc3ccc(F)cc32)CC1	69	1.5	-6	1	-13	-2	-2	-11	10
Cc1cccc(C(=O)NCC(=O)OCC(=O)NC2CCCCCCC2)c1	92	2.0	-16	-7	3	1	-5	5	1
COc1ccc(OCC(Cn2cnc3ccccc32)OC(C)=O)cc1 (configuration not stated)	90	3.0	-8	-3	-8	-3	6	9	-2
Cc1ccc(C)c(NC(=O)/C(C#N)=C/c2ccc[nH]2)c1	102	0.4	-8	3	-2	0	-2	-2	-4

Single entries from the results shown.
For PP5 inh, CNC(=S)N1CCN(CCNC2=CC(=O)CC(C)(C)C2)CC1 shows -1.5
For Fh CTSL1 inh, O=C1C(c2ccc(F)cc2)N(CC2COc3ccccc3O2)C(=O)CN1C1CCCCC1 (configuration not stated) shows 5
For Fh CTSL1 inh, C=CCNC(=O)CN(c1cc(Cl)ccc1OC)S(=O)(=O)c1ccc(C)c([N+](=O)[O-])c1 shows 4
For TPT1 inhibitor, COc1ccc(OCC(Cn2cnc3ccccc32)OC(C)=O)cc1 (configuration not stated) shows -3
For Yeast superoxide, Cc1cccc(C(=O)NCC(=O)OCC(=O)NC2CCCCCCC2)c1 shows 92
For TPT1 inhibitor, Cc1ccc(C)c(NC(=O)/C(C#N)=C/c2ccc[nH]2)c1 shows 0
For PP5 inh, CCOC(=O)CS(=O)(=O)CC(=O)Nc1ccc([N+](=O)[O-])cc1OC shows 0.3

Just Yeast superoxide and EBNA-1 inh, for two of the compounds above:
mol	Yeast superoxide	EBNA-1 inh
CSc1nnc(-c2cc(C)on2)n1-c1ccccc1	101	-7
COc1ccc(C(C)NC(=O)C2CCCC2)cc1OC (configuration not stated)	99	-5
